bCat nuc transl: modulators of beta-catenin nuclear translocation, primary screen, imaging, HeLa cells, immunofluorescence, high-content; nuclear translocation activity, % at 5 µM; hit rate 0.3% among 190,000; AID 1665, 2009;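 active = nuclear translocation activity above 50% at 5 µM, with a well cell count of 50 or more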;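 note: per-cell ratio of nuclear to cytoplasmic median beta-catenin stain intensity; plate controls were DMSO negative control for no effect and GSK-3 inhibitor IX positive control for full effect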
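assay system = human HeLa cells, endogenous beta-catenin | times = compound treatment 24 h, 37°C, 5% CO2 | detection = Anti-beta-catenin immunofluorescence on PFA-fixed, Triton-permeabilized cells, DAPI nuclei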
WT yeast gro inh: growth inhibition of WT strain, primary screen, mitochondrial fusion inhibitor project, WT and mutant strains, chemical genetic. mitochondrial fusion phenotypic screen. inhibition, % at 10 µM. hit rate 2.1% among 190,000. AID 1362, 2008; in the data active = inhibition above about 58%; tested in S. cerevisiae
MT stabilizer: microtubule stabilizers in HeLa cells, primary screen, imaging, high-content imaging; HeLa tubulin immunostaining HCS, 24 h; share of cells brighter than vehicle mean+2SD; % tubulin-high responders, % at 10 µM; hit rate 0.83% among 200,000; AID 2205, 2009;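 active = plate Z-score above 3 for both tubulin-high and condensed-nucleus cell shares, with cell loss under 80%, at 10 µM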;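 note: anti alpha tubulin signal scored within the nucleus-defined area of each cell; some results filed as inactive read as strong as hits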
HIV peptide binding: inhibitors of HIV fusion peptide binding, primary screen, biochemical, uHTS, fluorescence dequenching (AID 1986); cell-free peptide binding, fluorescence dequenching, 30 min; higher % means a stronger effect; hit rate 0.3% among 290,000; inhibition, % at 20 µM; hits with a dose series show IC50 in µM; in the data active = inhibition mostly above about 52%, no sharp cut-off; inactive = mostly below about 76%; note: some results filed as inactive read as strong as hits
Yfh1-off respiration: enhancers of respiration in Yfh1-depleted yeast, dose response, Friedreich's ataxia, plus single-dose screen (AID 1465); S. cerevisiae Yfh1-off respiration, WST-1 reduction, 72 h; higher fold induction means a stronger effect; one-dose fold induction at 50 µM; EC50 in µM for titrated hits; hit rate 0.074% among 220,000;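 active = fold induction of absorbance versus untreated yeast above a set limit, then at least 30% activation at any dose in follow-up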;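 note: activators that raise dye reduction in frataxin-depleted yeast; strong numbers were not always called active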
Autophagy HCS: autophagy modulators in MEF cells, primary screen, imaging, high-content, MEF GFP-LC3; MEF GFP-LC3 puncta imaging; test concentration mostly 10 µM; calls only at 10 µM (by protocol); hit rate 0.98% among 190,000;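 active = percentage of spot-positive cells more than 3 SD above its plate mean, without a fluorescence outlier flag or 80% toxicity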;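 note: spot-positive cell cutoff set from DMSO-treated cells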
Insulin prom up: insulin promoter activators in MIN6 cells, imaging, high-content screening, mouse beta cells | MIN6 insulin promoter-GFP reporter; hits give high values | z-score at 5 µM | hit rate 0.3% among 190,000;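 active = z-score above 3 at 5 µM with at least 500 cells counted in the well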
AID2073: inhibitors of Mint1-CaV2.2 protein interaction, biochemical, HTRF (AID 2073) | Voltage-dependent N-type calcium channel subunit alpha-1B (Homo sapiens) | HTRF protein-protein interaction, Mint1-CaV2.2; higher % means a stronger effect | inhibition, % at 20 µM, or IC50 in µM where a hit was titrated | hit rate 0.19% among 290,000; in the data active = inhibition mostly above about 51%, no sharp cut-off; note: some results filed as inactive read as strong as hits
Dynein cargo inh: inhibitors of GR-EGFP nuclear translocation, primary screen, dynein cargo transport inhibitor project, imaging, high-content, 3617.4 mouse cells; hit rate 0.47% among 220,000; test concentration mostly 20 µM; stimulated with dexamethasone, 1 µM; hits give low values; z-score, hits read low; AID 1381, 2008;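 active = plate z-score of nuclear minus cytoplasmic receptor signal below a set negative limit, without overly bright fluorescence or cell loss, cut at about -3.5 in these data, passing the limit was not always enough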;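 note: z-score of nuclear minus cytoplasmic ring GR-EGFP intensity difference per well; some compounds called inactive have numbers as strong as hits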
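medium = tetracycline-free induction medium containing charcoal-stripped FBS | probe or stimulus = dexamethasone, 1.0 µM final | timing = 48 h induction, then 1 h compound, then 30 min agonist, 37 °C | detection = automated 10x imaging of fixed Hoechst-stained cells | read-out basis = nuclear versus cytoplasmic GR-EGFP signal, averaged per well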
WT yeast gro inh mutant strain: recorded beside WT yeast gro inh, whose call it bears; inhibition, %; mitochondrial fusion phenotypic screen, mutant strain inhibition
Dynein cargo inh cytoplasmic EGFP: second read-out of Dynein cargo inh, no call of its own (marks repeat the call); z-score; measured here: cytoplasmic GR-EGFP intensity; hits give high values
Dynein cargo inh nuclear GR-EGFP: second read-out of Dynein cargo inh, no call of its own (marks repeat the call); z-score; measured here: nuclear GR-EGFP intensity;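 lower value marks the stronger effect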
Dynein cargo inh cell count: also measured in Dynein cargo inh; calls as there; z-score; measured here: cell count per field
Insulin prom up cell count: second read-out of Insulin prom up, no call of its own (marks repeat the call); cell count; measured here: cytotoxicity, nuclei count;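 total cells summed across four imaged fields per well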
bCat nuc transl cell count 5 µM: also measured in bCat nuc transl; calls as there; cell count; measured here: cell count, cytotoxicity flag
MT stabilizer Hoechst-high %: recorded beside MT stabilizer, whose call it bears; % Hoechst-high responders; measured here: nuclear condensation Hoechst responders;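 share of cells brighter than vehicle mean plus two SD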
MT stabilizer cytotoxicity %: further read-out of MT stabilizer, marked with its call; toxicity, %; measured here: cytotoxicity by cell density;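 0% = mean cell density of plate MIN control wells and 100% = no cells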
Autophagy HCS cell loss 18 h: recorded beside Autophagy HCS, whose call it bears; toxicity, %; measured here: cell loss, nuclei count;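 cell loss after 18 h compound exposure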
* hit, by the source's call; i = inactive; nt = no result given.

SMILES | bCat nuc transl | bCat nuc transl cell count 5 µM | WT yeast gro inh | WT yeast gro inh mutant strain | MT stabilizer | MT stabilizer Hoechst-high % | MT stabilizer cytotoxicity % | HIV peptide binding | Yfh1-off respiration | Autophagy HCS | Autophagy HCS cell loss 18 h | Insulin prom up | Insulin prom up cell count | AID2073 | Dynein cargo inh | Dynein cargo inh cytoplasmic EGFP | Dynein cargo inh nuclear GR-EGFP | Dynein cargo inh cell count
O=C(Nc1nnc(C2CC2)s1)c1cc([N+](=O)[O-])ccc1N1CCCCC1 | -1.5 | 577 | 18 | 3 | 6.5 | 2.3 | 7.7 | -0.2% | i | i | -8 | 0.09 | 1205 | -8% | 0.75 | -0.29 | 0.27 | -0.75
COc1ccc(-n2c(Cc3cccn3C)nnc2SCC(=O)Nc2cccc(C)c2C)cc1 | -0.4 | 1059 | -1 | -25 | 3.2 | 1.5 | 6.7 | 0.5% | i | nt | nt | 3* | 1448* | -5% | -0.39 | -0.2 | -0.13 | 0.11
CC(=O)Nc1ccc(S(=O)(=O)Nc2nc3ccccc3nc2-n2ccc(=NC(=O)c3ccccc3)cc2)cc1 | 1.3 | 1322 | nt | nt | nt | nt | nt | 4.3% | i | nt | nt | nt | nt | 31% | i | nt | nt | -6.2
CN(C)S(=O)(=O)c1cccc(C(=O)N2CCN(Cc3ccccc3)CC2)c1 | 0.2 | 990 | nt | nt | 1.5 | 2.7 | 13 | 0.8% | i | i | 17 | 0.5 | 1151 | -8% | 1.2 | -0.24 | 0.75 | -0.4
Nc1ccc(S(=O)(=O)NC2(C(F)(F)F)NC(=O)N(c3ccccc3Cl)C2=O)cc1 (stereo not drawn) | -4.4 | 616 | 2 | 5 | 1.7 | 1.7 | 8.8 | -0.2% | i | i | 0 | 0.64 | 1393 | -7% | 0.6 | -0.073 | 0.46 | -0.6
Cc1cc(NC(=O)CCCN2C(=O)/C(=C\c3cccs3)SC2=S)no1 | -0.9 | 1106 | -4 | 0 | 5.1 | 1.0 | 9.0 | 6.1% | i | i | 4 | -0.21 | 1412 | 13% | -0.64 | -0.21 | -0.45 | 0.056
O=C(CNC(=O)c1ccco1)NCC(=O)OCc1ccc(C(=O)Oc2ccc(Cl)cc2)cc1 | nt | nt | 6 | -6 | 3.6 | 2.5 | 9.1 | 1.9% | i | i | 4 | 0.04 | 982 | -8% | -0.74 | -0.25 | -0.4 | 0.69
COC(=O)c1sccc1NC(=O)c1sccc1C | -1.6 | 1110 | -13 | -1 | 3.1 | 0.6 | 75 | -0.7% | i | i | 0 | 0.18 | 1135 | 11% | -0.15 | -0.28 | -0.07 | 1.2
Cc1ccc(S(=O)(=O)c2nc(C)oc2NCc2ccccc2)cc1 | 0.4 | 1064 | -6 | -5 | 4.4 | 0.2 | 67 | 1.6% | i | i | 6 | -0.25 | 1940 | 12% | 2.1 | 0.012 | 2 | -2
CCC(C(=O)NCCN1CCN(C)CC1)n1c(C)c2cnn(-c3ccccc3)c(=O)c2c1C (stereo not drawn) | 2.8 | 1169 | 5 | 8 | 2.5 | 2.1 | 12 | -2.9% | i | i | 8 | 0.97 | 1205 | -2% | -0.2 | -0.23 | 0.66 | 0.66
Cc1cc(C)c2c(N)c(C(=O)N/N=C/c3cccs3)sc2n1 | -0.2 | 1311 | nt | nt | nt | nt | nt | 24% | i | nt | nt | -1.1 | 918 | 41% | 0.56 | -0.2 | 0.71 | -0.14
COc1ccccc1C1N(c2ccc(Cl)cc2)C(=O)C2CCCN21 (stereo not drawn) | -1.1 | 1307 | 2 | 17 | 4.7 | 1.8 | 3.9 | -4.8% | i | i | 15 | 0.17 | 1126 | -2% | 1.7 | 0.015 | 0.78 | -2.2
COc1ccc([C@@H]2[C@H]3CN(C(C)=O)CC=C3C(C#N)=C(N)C2(C#N)C#N)c2ccccc12 | -3.2 | 996 | -3 | 3 | 4.2 | 2.1 | 1.0 | -3.1% | i | i | -3 | -0.12 | 1075 | -2% | -0.59 | 0.35 | -0.0035 | 0.081
CN(C)S(=O)(=O)CC12CCC(CC1=O)C2(C)C (stereo not drawn) | -0.4 | 1048 | -13 | -10 | 3.6 | 1.9 | 5.2 | 1.0% | i | i | 7 | 0.4 | 1352 | -5% | -0.35 | -0.28 | -0.51 | 0.71
Cc1nc(-c2cccc(S(=O)(=O)N3CCCCCC3)c2)cs1 | -5.8 | 1250 | 15 | 7 | 1.4 | 1.1 | 12 | -2.7% | i | i | 42 | -0.63 | 857 | -8% | 0.56 | -0.17 | 0.95 | -0.0033

Whole records, looked up by structure. Screens in order: bCat nuc transl, bCat nuc transl cell count 5 µM, WT yeast gro inh, WT yeast gro inh mutant strain, MT stabilizer, MT stabilizer Hoechst-high %, MT stabilizer cytotoxicity %, HIV peptide binding, Yfh1-off respiration, Autophagy HCS, Autophagy HCS cell loss 18 h, Insulin prom up, Insulin prom up cell count, AID2073, Dynein cargo inh, Dynein cargo inh cytoplasmic EGFP, Dynein cargo inh nuclear GR-EGFP, Dynein cargo inh cell count
Record of O=C(Nc1nnc(C2CC2)s1)c1cc([N+](=O)[O-])ccc1N1CCCCC1 → -1.5, 577, 18, 3, 6.5, 2.3, 7.7, -0.2%, i, i, -8, 0.09, 1205, -8%, 0.75, -0.29, 0.27, -0.75
Record of COc1ccc(-n2c(Cc3cccn3C)nnc2SCC(=O)Nc2cccc(C)c2C)cc1 → -0.4, 1059, -1, -25, 3.2, 1.5, 6.7, 0.5%, i, nt, nt, 3*, 1448*, -5%, -0.39, -0.2, -0.13, 0.11
Record of COC(=O)c1sccc1NC(=O)c1sccc1C → -1.6, 1110, -13, -1, 3.1, 0.6, 75, -0.7%, i, i, 0, 0.18, 1135, 11%, -0.15, -0.28, -0.07, 1.2

The results go on:
SMILES | bCat nuc transl | bCat nuc transl cell count 5 µM | WT yeast gro inh | WT yeast gro inh mutant strain | MT stabilizer | MT stabilizer Hoechst-high % | MT stabilizer cytotoxicity % | HIV peptide binding | Yfh1-off respiration | Autophagy HCS | Autophagy HCS cell loss 18 h | Insulin prom up | Insulin prom up cell count | AID2073 | Dynein cargo inh | Dynein cargo inh cytoplasmic EGFP | Dynein cargo inh nuclear GR-EGFP | Dynein cargo inh cell count
Cc1nc2cc(-c3sccc3-n3cccc3)nn2c(C)c1C | nt | nt | 4 | -5 | 2.0 | 1.3 | 3.1 | -2.1% | nt | i | -21 | nt | nt | 12% | 0.44 | -0.24 | -0.5 | 0.29
Cn1c2ccccc2c2cc(C(=O)NNS(=O)(=O)c3ccc(F)cc3)sc21 | 0.8 | 1070 | -2 | 4 | 2.4 | 2.9 | 13 | 2.0% | i | i | -3 | -0.76 | 1829 | 42% | -0.82 | -0.15 | -0.67 | 1.1
O=C1Nc2ccccc2C1(O)C/C(=N/O)c1ccccc1 (stereo not drawn) | -5.4 | 1134 | 20 | 5 | 2.9 | 2.4 | 3.2 | 1.6% | i | i | -4 | -0.03 | 1644 | -12% | 0.037 | -0.059 | -0.074 | 0.63
CCOC(=O)C1=C(N)N2C(=O)CSC2=C(C(=O)OC)C1 | -1.4 | 1186 | 2 | -12 | 2.9 | 1.2 | 2.6 | -1.8% | i | i | 11 | 1 | 1363 | -9% | -0.85 | -0.34 | -0.45 | 1.2
Cc1ccc(OCC(=O)NCc2cccs2)cc1 | 1.0 | 1153 | 9 | 11 | 2.4 | 1.3 | 4.3 | 0.3% | i | i | 8 | 1.1 | 944 | 1% | -0.53 | -0.16 | -0.033 | 0.56
COc1ccc(Cl)cc1N(CC(=O)N/N=C/c1ccc(OC(C)C)cc1)S(=O)(=O)c1ccc(C)c([N+](=O)[O-])c1 | 0.2 | 1048 | -19 | 13 | 2.6 | 1.8 | 11 | -0.5% | i | i | -9 | -0.57 | 1228 | 8% | -0.3 | -0.24 | -0.084 | 0.21
COc1cccc(C2C(C#N)=C(N)N(c3ncn[nH]3)C3=C2C(=O)CCC3)c1 (stereo not drawn) | -0.7 | 516 | -24 | 1 | 4.8 | 4.3 | 3.9 | 1.1% | i | i | -1 | 0.31 | 1232 | 0% | -0.33 | -0.3 | -0.39 | 0.37
COC(=O)c1sc2ncn(CC(=O)NCCc3ccc(OC)c(OC)c3)c(=O)c2c1C | 0.6 | 1003 | -10 | 5 | 4.1 | 2.0 | 5.1 | 1.4% | i | i | -7 | -0.19 | 1416 | -3% | 1.4 | -0.29 | 0.44 | -0.73
O=C(NCCN1CCN(Cc2ccccc2)CC1)C1CC(=O)N(C2CCCC2)C1 (stereo not drawn) | 1.3 | 1284 | -10 | -13 | 2.3 | 1.7 | 7.0 | 2.7% | i | i | -1 | -0.37 | 1602 | 7% | -0.37 | -0.16 | -0.14 | 0.34
CCOC(=O)N1CCC(NC(=O)CCc2c(C)nc3ncnn3c2C)CC1 | -0.1 | 1349 | -9 | -20 | 3.7 | 1.3 | 2.9 | -0.6% | i | i | 16 | -0.43 | 1605 | 2% | 0.6 | -0.53 | -0.0012 | 0.22
CCOC(=O)N1CCN(C(=O)CSCC(=O)Nc2nc(-c3cccs3)cs2)CC1 | -1.7 | 1225 | -4 | 5 | 3.0 | 2.4 | 6.0 | 2.1% | i | i | 36 | -0.22 | 969 | 3% | -0.67 | -0.2 | -0.082 | -0.014
NS(=O)(=O)c1ccc(NC(=O)c2ccc(S(=O)(=O)N3CCc4ccccc43)cc2)cc1 | -0.1 | 1050 | 3 | 3 | 1.5 | 1.6 | 6.4 | 11% | i | i | 20 | 0.23 | 1275 | 71% | 0.26 | -0.14 | -0.21 | 0.34
Cc1nc2cc(-c3ccccc3)sc2c(=O)n1N | 1.4 | 878 | 50 | 53 | 4.0 | 2.7 | 3.1 | -1.9% | i | i | -30 | -0.03 | 1253 | 7% | -0.017 | -0.31 | -0.033 | 0.51

Screening data as filed in PubChem.
